From PubChem BioAssay
ROC1-CUL1 inh: blocks human RBX1-Cullin-1 di-ubiquitin formation; P62877+Q13616; inhibition, % at 10 µM; 140,000 tested, 0.6% active; in vitro K48 di-Ub FRET, acceptor:donor ratio, 45 min; in the data active means inhibition above about 25%
Target sequence (P62877 whole entry, looked up): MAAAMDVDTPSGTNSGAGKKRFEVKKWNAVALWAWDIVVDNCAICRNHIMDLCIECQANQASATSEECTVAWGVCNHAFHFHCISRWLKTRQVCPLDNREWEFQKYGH
Target sequence (Q13616 whole entry, looked up): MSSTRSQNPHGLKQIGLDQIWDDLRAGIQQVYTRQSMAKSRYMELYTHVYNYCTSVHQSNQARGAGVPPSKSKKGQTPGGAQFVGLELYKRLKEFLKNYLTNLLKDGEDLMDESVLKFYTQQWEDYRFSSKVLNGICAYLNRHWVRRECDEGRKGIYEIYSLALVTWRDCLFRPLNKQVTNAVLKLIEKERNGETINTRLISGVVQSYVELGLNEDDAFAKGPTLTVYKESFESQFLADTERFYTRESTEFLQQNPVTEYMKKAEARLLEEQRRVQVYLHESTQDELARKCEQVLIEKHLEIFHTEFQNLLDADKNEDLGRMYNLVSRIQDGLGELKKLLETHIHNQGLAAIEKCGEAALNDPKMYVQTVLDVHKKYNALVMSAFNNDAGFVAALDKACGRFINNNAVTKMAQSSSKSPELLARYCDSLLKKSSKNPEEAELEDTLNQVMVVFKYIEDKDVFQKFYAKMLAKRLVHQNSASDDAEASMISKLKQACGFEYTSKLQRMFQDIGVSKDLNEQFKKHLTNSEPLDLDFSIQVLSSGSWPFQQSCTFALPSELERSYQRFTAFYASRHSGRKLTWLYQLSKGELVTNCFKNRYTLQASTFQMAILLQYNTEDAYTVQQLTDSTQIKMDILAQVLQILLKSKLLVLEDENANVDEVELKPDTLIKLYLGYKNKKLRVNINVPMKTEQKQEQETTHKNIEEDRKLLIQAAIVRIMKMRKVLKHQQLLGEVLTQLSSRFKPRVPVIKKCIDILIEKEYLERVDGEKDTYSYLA
An asterisk follows results filed as active. A portion of the library. The share of hits here may be higher or lower than overall.

ROC1-CUL1 inh,compound
-3.6,COc1cc(C2CC(C(F)(F)F)n3ncc(C(=O)Nc4cc(Oc5ccc(F)cc5)cc([N+](=O)[O-])c4)c3N2)cc(OC)c1OC (stereo unspecified)
-6.6,CCc1nn(CC(=O)NCCN(CC)CC)c(=O)c2cc3occc3n12
-5.6,CCOc1cc(OCC)cc(C(=O)NC(=S)Nc2cc(C(F)(F)F)ccc2N2CCCCC2)c1
2.1,CC1CCC2=C(C1)C(C#N)C(N1C(=O)C3C4C=CC(C3C1=O)C1C3C(=O)N(C5SC6=C(CC(C)CC6)C5C#N)C(=O)C3C41)S2 (stereo unspecified)
4.1,COc1cc2ncc3c(-c4ccccc4)nn(CC(=O)NC4CCCCC4)c3c2cc1OC
0.9,CCN(CC)CCNc1nc2nonc2nc1NCCCOC
-6.1,COc1ccc(-c2cn3nc(N4CCCC(C(=O)Nc5ccccc5F)C4)sc3n2)cc1 (stereo unspecified)
-0.9,CCN(CC)c1ccc(N2C(=O)/C(=C/c3ccc(Br)cc3)SC2=S)cc1
-2.8,Cc1nn(C)cc1C(=O)Nc1ccc2c(c1)CCC2
-4.0,O=C(N/N=C/c1cc(Cl)cc(Cl)c1O)c1cccc(Cl)c1
-1.7,COc1ccccc1CCNC(=O)Cc1ccc(N2CCC(NCc3nonc3C)CC2)cc1
-1.2,Cc1ccc(C2=NN(S(=O)(=O)c3ccccc3)C(c3ccccc3Cl)C2)cc1 (stereo unspecified)
-1.1,CC(=O)Oc1cc2c(cc1Cl)C(c1cccs1)CC1(CC(C)(C)NC(=S)N1)O2 (stereo unspecified)
3.4,COc1ccc(-n2c(=O)c3sc4ccccc4c3n(CC(=O)N3CCCC3)c2=O)cc1
0.3,CC(c1cc(Cl)ccc1Sc1ccccc1Cl)N1CCN(CCO)CC1 (stereo unspecified)
-6.2,Cc1csc2nc(COc3ccccc3NC(=O)c3ccco3)cc(=O)n12
0.1,Cc1ccc(N2C(=O)C3C(C2=O)C2C=CC3C23CC3)cc1Cl (stereo unspecified)
-5.2,CC/C=N/N1CCN(c2ccncc2S(=O)(=O)N2CCCCC2)CC1
5.0,CCOC(=O)C1=C(C)NC(=S)NC1c1ccc(OCC(C)C)cc1 (stereo unspecified)
-1.0,COC(=O)c1c(NC(=S)NC(=O)C(C)C)sc2c1CCC2
3.8,CCOC(=O)Cn1c(CN2CCN(c3ccc(OC)cc3)CC2)nc2c1c(=O)[nH]c(=O)n2C
7.8,COc1ccc(N2CCN(S(=O)(=O)Cc3cccc(Cl)c3)CC2)cc1
7.9,CCc1ccccc1NC(=O)Cn1cc2c(n1)CCC(C)C2 (stereo unspecified)
1.5,CN1CCN(Cc2c(C(=O)N3CCCCCCC3)nc3sccn23)CC1c1ccccc1 (stereo unspecified)
12.7,CC(=O)Nc1ccc2c(c1)nc(CCN1CCN(C)CC1)n2C

Given with tabs: part of the list above
canonical_smiles	ROC1-CUL1 inh
O=C(N/N=C/c1cc(Cl)cc(Cl)c1O)c1cccc(Cl)c1	-4.0
COc1ccccc1CCNC(=O)Cc1ccc(N2CCC(NCc3nonc3C)CC2)cc1	-1.7

Remaining list, next part:
ROC1-CUL1 inh,compound
7.8,CO[C@@H]1O[C@@H]2COC(c3ccccc3)O[C@@H]2[C@@H](OC)[C@@H]1O (stereo partly specified)
-16.7,Cc1c(Cl)cccc1NC(=O)CCC(=O)N/N=C/c1cccc(Br)c1
-2.3,COc1cc(/C=C2/C(=N)N3N=C(C(F)(F)F)SC3=NC2=O)cc(I)c1OCc1ccccc1C#N
-4.0,CCOc1ccc(CCN=C2C(=O)c3ccccc3C(=O)C2NC(C)=O)cc1OCC (stereo unspecified)
-2.2,CCCc1cc(-c2n[nH]c(=S)n2-c2cc(C)ccc2C)cs1
5.7,FC(F)(F)c1cc(-c2cccs2)nc2ncnn12
0.5,CCOC(=O)N1CCC(NC(=O)c2cnn(-c3ccc(C)cc3)c2C2CCN(C(=O)OC(C)(C)C)CC2)CC1
6.3,COC(=O)c1cc(CNC(=O)c2cccc(OC)c2OC)cc(NC(=O)/C=C/c2cccc(F)c2)c1
-3.8,CCN1CCN(C(=O)CCC2CCN(C(=O)C3=CCCCC3)CC2)CC1
-10.2,O=C(N/N=C/c1ccc(Cl)c([N+](=O)[O-])c1)c1cccc(Cl)c1
5.4,COc1ccc2c(c1)Sc1ccc(Cl)cc1C=C2
-9.6,COC(=O)c1ccc(CN2CCCC(Nc3cccc(F)c3)C2)cc1 (stereo unspecified)
8.0,CC1=NN(c2ccccc2)C(=O)/C1=C/c1ccc(Sc2ccc(Cl)cc2)o1
56.0*,Cc1ccc(N2C(=O)/C(=C\c3ccc(-c4ccc(Br)cc4[N+](=O)[O-])o3)C(=O)N(c3ccccc3)C2=S)cc1C
-0.3,Cc1cc2c(cc1/C=C1\SC(=Nc3ccccc3)N(C3CCCCC3)C1=O)OCO2
-5.5,COc1ccc(C2=NN(C(=O)c3cccc(Cl)c3)C(O)(C(F)(F)F)C2)cc1 (stereo unspecified)
-3.3,CC(=O)c1ccc(N2CCN(C3C(=O)c4ccccc4N3C(C)=O)CC2)cc1 (stereo unspecified)
9.1,CC(=O)Nc1nnc(CCSCCc2nnc(NC(C)=O)s2)s1
-2.0,COC(=O)C1=NN2c3ccccc3CC2C1 (stereo unspecified)
8.6,Nc1ncc(S(=O)(=O)NCc2ccc(Cl)cc2)cn1
2.5,O=C(N/N=C/c1ccc(O)cc1O)c1cc(-c2ccccc2)n[nH]1
11.1,CCc1ccc(N2NC(=O)/C(=C/c3cccc(OC(C)=O)c3)C2=O)cc1
2.6,O=c1[nH]c(=S)[nH]c2c1CCCN2
1.3,Cc1ccc(OCCn2c(C(O)c3ccccc3)nc3ccccc32)cc1 (stereo unspecified)
0.6,CC1CC1C(=O)NCCc1ccc(Cl)cc1 (stereo unspecified)

Exported with each value named: 4 of the compounds above.
canonical_smiles: CC(=O)c1ccc(N2CCN(C3C(=O)c4ccccc4N3C(C)=O)CC2)cc1 (stereo unspecified)
  ROC1-CUL1 inh: -3.3
canonical_smiles: CC(=O)Nc1nnc(CCSCCc2nnc(NC(C)=O)s2)s1
  ROC1-CUL1 inh: 9.1
canonical_smiles: COC(=O)C1=NN2c3ccccc3CC2C1 (stereo unspecified)
  ROC1-CUL1 inh: -2.0
canonical_smiles: Nc1ncc(S(=O)(=O)NCc2ccc(Cl)cc2)cn1
  ROC1-CUL1 inh: 8.6

(list continues)
ROC1-CUL1 inh,compound
2.1,COc1cc(NC(=O)CSC2=Nc3ccccc3N=C(c3ccc(F)cc3)C2)cc(OC)c1
42.1*,Oc1cc(-n2cccn2)c(O)c2ccccc12
3.0,COc1ccccc1-n1cc(-c2ccnc(NCCN3CCNC3=O)n2)cn1
-5.6,CSc1nnc2n(-c3cccc(C)c3)c(=O)c3c4c(sc3n12)CCCC4
-3.2,Cc1cc(C)cc(NS(=O)(=O)c2ccc(-c3cc(C)no3)s2)c1
11.2,COC(=O)c1c(-c2ccc(Cl)cc2)csc1NC(=O)COc1ccccc1
-0.4,Cc1ccc2nc(-c3cccnc3)c(Nc3ccc(C(C)C)cc3)n2c1
-0.4,Cc1cccc(CC(=O)Nc2ccc(S(N)(=O)=O)cc2)c1
2.7,CCN(CC)S(=O)(=O)c1ccc2c3c(cccc13)C(=O)N2
-5.2,CCOc1cccc(NC2=NS(=O)(=O)c3ccccc32)c1
-2.0,O=C1c2ccccc2C(=O)N1c1cc([N+](=O)[O-])ccc1F
3.0,O=C(c1ccc2c(c1)N(Cc1ccccc1)C(=O)c1ccccc1S2(=O)=O)N1CCC(Cc2ccccc2)CC1
-0.2,Cc1ccc(NC(=O)C(=O)NCC(c2cccnc2)N2CCN(c3ccccc3F)CC2)cc1Cl (stereo unspecified)
-10.1,CCc1nnc2c3ccccc3nc(Nc3ccccc3OC)n12
-1.2,Cc1cc(C)n2nc(C(=O)Nc3cccc(Cl)c3C)cc2n1
2.2,C=CCc1ccccc1OCC(=O)NNC(=O)c1cc2ccccc2oc1=O
-0.7,Cc1ccc(NC(=O)c2oc3c(c2C)-c2[nH]ncc2CC3)c(Cl)c1
1.4,Cc1nc(SCC(=O)Nc2ccc(F)cc2)c(C#N)c(C)c1CC(=O)c1ccc(Br)cc1
0.6,CC(C)(C)C1CCc2c(sc(NC(=O)c3ccco3)c2C(N)=O)C1 (stereo unspecified)
1.0,COc1ccccc1NC(=O)CCSc1nc2ccccc2s1
-4.7,O=C(c1ccsc1)N1CCC(C2CCN(c3ncccn3)CC2)C1 (stereo unspecified)
-12.4,C=CCNC(=O)c1ccc(I)cc1
-6.3,COc1ccc(Cn2ccc3nc(C)c(C(=O)Nc4cccc(SC)c4)cc3c2=O)cc1
1.7,CCOC(=O)C1(Cc2cccc(OC)c2)CCCN(Cc2ccncc2)C1 (stereo unspecified)
11.5,COc1ccc(OC)c(/C=N/NC2NS(=O)(=O)C3CCCCC23)c1 (stereo unspecified)

Next section.
ROC1-CUL1 inh,compound
7.8,CCOC(=O)c1nn(-c2ccc(OC)cc2)cc1C(=O)c1ccc(Cl)cc1
-5.0,COC(=O)c1cnn(-c2cc(Oc3ccccc3F)nc(C)n2)c1N
15.2,Cc1ccccc1S(=O)(=O)Nc1cc(Cl)ccc1O
5.4,COc1ccccc1N(CC(=O)NCCSCc1ccc(Cl)cc1)S(C)(=O)=O
-6.3,O=C(CCc1nnc(-c2ccc3c(c2)OCO3)o1)N1CCN(c2ccccc2)CC1
-3.5,O=C(COC(=O)c1cnccn1)c1ccc2c(c1)CCCC2
-3.3,CCCCN(Cc1cccs1)S(=O)(=O)c1cc(-c2cc(C)no2)ccc1C
-0.9,CC(C)(C)CC(C)(C)NC(=O)C1CCN(C(=O)c2ccc(Cl)cc2)CC1
-1.4,COC(CNC(=O)C1CCCCC1C(=O)O)OC (stereo unspecified)
-4.9,Cc1cc(C)c2c(n1)sc1c2nnn2c3ccccc3nc12
2.2,CCO[C@H]1[C@H](NC(=O)c2cccnc2)c2ccccc2C12CCN(C(=O)c1ccc(C)cc1C)CC2
-0.2,O=C(c1cn(CC2CCCO2)nn1)N1CCCN(Cc2cccs2)CC1 (stereo unspecified)
1.4,CC1(C)CC(=O)C2C(C1)OC(=N)C(C#N)C21CCN(C(=O)c2ccccc2)CC1 (stereo unspecified)
13.1,CCc1nnc(NC(=O)NC(Cn2cccn2)c2ccccc2)s1 (stereo unspecified)
1.6,CC(Oc1ccc(F)cc1F)C(=O)N1CCN(C)CC1 (stereo unspecified)
-4.1,CCc1ccc(-c2nc(CN3CCCC(C(=O)N4CCN(c5cc(Cl)ccc5C)CC4)C3)c(C)o2)cc1 (stereo unspecified)
-11.5,COc1cc(S(=O)(=O)n2cccn2)c(OC)cc1Br
-0.7,COc1ccc(NC(=O)c2ccc3c(=O)n4nc(Nc5cccc(Cl)c5C)sc4nc3c2)cc1
-3.7,Cc1ccc2nc(-c3ccc(NC(=O)Cc4cccs4)cc3)[nH]c2c1
-0.5,CN(C)S(=O)(=O)c1ccc(-c2csc(=Nc3ccccc3)n2C2CCCCC2)cc1
-3.8,COc1ccccc1-c1nc(SCC(=O)Nc2ccc(C)c(C)c2)n[nH]1
2.2,Cc1nc(C(=O)N2CCC(C3(c4ccccn4)NC(=O)N(CCc4cccs4)C3=O)CC2)cs1 (stereo unspecified)
-7.5,CCn1nnc2c(=O)oc3ccccc3c21
0.1,CCOC(=O)c1c(C)[nH]c(C)c1S(=O)(=O)N(C)CC(=O)Nc1ccc(CC)cc1
-2.1,Fc1ccc(-c2csc3[n+]2CCS3)cc1

Next part.
ROC1-CUL1 inh,compound
4.9,Cc1cc(NC(=S)NC(=O)C(C)(C)C)cc(-c2nc3ccccc3o2)c1O
3.6,O=C(CCSc1nc2ccccc2s1)Nc1ccc(F)cc1
-1.9,O=C(NC(=S)Nc1cc(C(F)(F)F)cc(C(F)(F)F)c1)c1cc2ccccc2o1
0.3,CC(C)(C)NC(=O)COc1ccc(CNc2ccc3[nH]c(=O)[nH]c3c2)cc1
8.1,CCC(=O)Oc1c(OC)cc(/C=C2\N=C(c3cccc(F)c3)OC2=O)cc1OC
-1.6,CCc1nc(Sc2ccnc3cc(C(F)(F)F)ccc23)n[nH]1
-1.0,Cc1ccc(SCC(=O)N2c3ccccc3Sc3ccccc32)cc1
96.6*,O=C(O)Cn1cc(/C=C2\SC(=Nc3ccccc3)N(c3ccccc3)C2=O)c2ccccc21
11.0,CCCn1cnc2sc(C(=O)O)c(C)c2c1=O
12.3,COc1ccc(OC(=O)c2cc(-c3ccc4c(c3)OCCO4)on2)cc1
-5.5,COc1ccccc1CN(C)C(=O)c1cc(Cn2nc(C)cc2C)[nH]n1
1.2,CNC(=O)C12CC3CCC1(C)C3(C)CO2 (stereo unspecified)
9.2,COc1cccc(-c2noc(Cn3nc(C)c([N+](=O)[O-])c3C)n2)c1
-1.3,CCCn1c(C)c(CC(=O)NCCC(N)=O)c2c1CC(C)(C)CC2=O
2.8,COc1ccc(OC2CCN(C(C)=O)CC2)c(C(=O)NCCc2cscn2)c1
-2.4,CN(c1cccc(NC(=O)CCSc2ccc(Cl)cc2)c1)S(C)(=O)=O
-1.0,CC(C)C[C@H](NC(=O)C1(N(C)C)Cc2ccccc2C1)C(N)=O
1.5,CCOC(=O)c1c(C)[nH]c(C)c1S(=O)(=O)N1CCCC(C(=O)NCc2ccc(Cl)cc2)C1 (stereo unspecified)
-5.4,COc1cccc2c1ncc1c(-c3ccc(C)cc3)nn(-c3ccc(F)cc3)c12
13.4,COc1ccc(-c2nc(CN(CC3CCC(=O)N3)C(C)C)c(C)o2)cc1 (stereo unspecified)
5.8,CCOc1ccc(NC(=O)CC2C(=O)N(c3cccc(C)c3)C(=O)N2CCC2=CCCCC2)cc1 (stereo unspecified)
2.7,CC(=O)c1ccc(NS(=O)(=O)c2ccc3[nH]c(=O)[nH]c3c2)cc1
0.0,CC(=O)c1cccc(NC(=O)c2cnn(C)c2)c1
8.1,O=c1c2ccccc2nc(C(Cl)(Cl)Cl)n1Cc1ccccc1
-1.7,Cc1cccc(CN2CCC(C(=O)NC(C)C)CC2)c1

A section from the list above:
ROC1-CUL1 inh,compound
-3.6,COc1cc(C2CC(C(F)(F)F)n3ncc(C(=O)Nc4cc(Oc5ccc(F)cc5)cc([N+](=O)[O-])c4)c3N2)cc(OC)c1OC (stereo unspecified)
-6.6,CCc1nn(CC(=O)NCCN(CC)CC)c(=O)c2cc3occc3n12
-5.6,CCOc1cc(OCC)cc(C(=O)NC(=S)Nc2cc(C(F)(F)F)ccc2N2CCCCC2)c1
2.1,CC1CCC2=C(C1)C(C#N)C(N1C(=O)C3C4C=CC(C3C1=O)C1C3C(=O)N(C5SC6=C(CC(C)CC6)C5C#N)C(=O)C3C41)S2 (stereo unspecified)
